Hsp70 act – switches on Hsp70 transcription. HeLa Hsp70 promoter luciferase reporter, luminescence; scaled: vehicle 0, proteasome-inhibitor control 100%. activation, % at 10 µM. 200,000 tested, 0.04% active. AID 1203;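 active = activation above the mean across all tested compounds plus 3 SD, cutoff set per campaign, cut at about 5.5% in these data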;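 also: 100% = MG132 at 30 µM as the positive control and 0% = DMSO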
TNAP inh no acc – TNAP (human) inhibition, acceptor-free conditions | purified TNAP, CDP-star luminescence, 30 min | inhibition, % at 20 µM | AID 1012 | 200,000 tested, 0.26% active;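 active = tissue-nonspecific alkaline phosphatase inhibition above about 50% at 20 µM in the single-dose screen, limit read from the data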;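 also: 0% = DMSO negative control and 100% = EDTA positive control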
Target sequence (P05186 whole entry, looked up): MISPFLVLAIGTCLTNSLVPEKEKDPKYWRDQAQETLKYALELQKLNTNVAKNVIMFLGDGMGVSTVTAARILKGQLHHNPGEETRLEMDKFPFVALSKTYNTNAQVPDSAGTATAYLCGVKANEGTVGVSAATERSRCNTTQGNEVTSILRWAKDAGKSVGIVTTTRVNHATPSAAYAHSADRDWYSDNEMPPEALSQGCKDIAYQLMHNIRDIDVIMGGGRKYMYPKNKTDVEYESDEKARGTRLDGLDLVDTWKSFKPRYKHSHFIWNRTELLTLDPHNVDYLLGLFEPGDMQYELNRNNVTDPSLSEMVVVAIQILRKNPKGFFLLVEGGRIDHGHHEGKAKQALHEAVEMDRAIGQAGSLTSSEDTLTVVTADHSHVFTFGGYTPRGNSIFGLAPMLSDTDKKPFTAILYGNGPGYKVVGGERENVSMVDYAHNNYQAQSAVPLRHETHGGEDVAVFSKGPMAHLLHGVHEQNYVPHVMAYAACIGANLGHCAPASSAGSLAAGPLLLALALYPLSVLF
Lmaj promast – reduces viability of Leishmania major promastigotes | resazurin fluorescence viability | inhibition, % at 10 µM | 200,000 tested, 9% active | AID 1063; in the data active = inhibition above about 50%;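 also: promastigotes grown with compound for 44 hours at 28 °C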
RAM inhibit – yeast RAM network inhibition | S. cerevisiae dse1pr::URA3 reporter, 5-FOA growth OD615, 2 d; analog-sensitive cbk1-as2 kinase mutant strain | 190,000 tested, 1.8% active | inhibition, % at 50 µM;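 active = inhibition above a set limit, 3 SD over mean compound inhibition, cut at about 8.4% in these data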;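 also: 0% = DMSO-only wells with no growth and 100% = 10 µM 1-NA-PP1 full growth; inhibition rescues growth on 5-FOA so higher OD means more RAM inhibition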
S1P3 antagonist – S1P3 (human) receptor antagonism; CHO S1P3 NFAT-BLA reporter, FRET fluorescence, antagonist mode; inhibition, % at 4.98 µM; 170,000 tested, 0.27% active;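 active = inhibition above the plate cutoff, the mean inhibition of test wells on that plate plus 3 SD, cut at about 28% in these data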;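 also: cells challenged with S1P at its EC80 of 0.8 µM; blue over green emission ratio from cleaved BLA substrate after 4 h stimulation; 0% = S1P-stimulated wells and 100% = unstimulated DMSO-only wells; some compounds past the cut are filed as inactive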
Target sequence (Q99500 whole entry, looked up): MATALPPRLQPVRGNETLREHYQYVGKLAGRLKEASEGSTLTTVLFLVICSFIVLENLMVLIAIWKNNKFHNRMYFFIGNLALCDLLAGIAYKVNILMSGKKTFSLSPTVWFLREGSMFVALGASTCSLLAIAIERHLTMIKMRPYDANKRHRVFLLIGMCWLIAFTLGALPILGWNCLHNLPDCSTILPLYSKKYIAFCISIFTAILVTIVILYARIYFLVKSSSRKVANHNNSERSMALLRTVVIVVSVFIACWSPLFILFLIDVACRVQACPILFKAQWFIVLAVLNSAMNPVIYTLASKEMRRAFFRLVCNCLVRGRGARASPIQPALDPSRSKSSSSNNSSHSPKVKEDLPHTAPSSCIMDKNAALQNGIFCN
Efa HMGR inh – blocks class II HMG-CoA reductase of Enterococcus faecalis; purified E. faecalis HMGR, NADPH absorbance 340 nm kinetic; inhibition, % at 10 µM; 190,000 tested, 0.41% active;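 active = inhibition above a set limit, the median over all tested compounds plus 3 SD, cut at about 9.5% in these data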;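 also: enzyme runs in reverse so mevalonate oxidation gives rising NADPH absorbance; 0% = complete reaction with DMSO and 100% = background rate lacking mevalonate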
TNAP inh hi DEA – TNAP (human) inhibition, high acceptor; purified TNAP, CDP-star luminescence, 1 M DEA; P05186; 200,000 tested, 0.03% active; inhibition, % at 20 µM;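 active = over 50% inhibition of tissue-nonspecific alkaline phosphatase at 20 µM in the single-dose screen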;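 also: plate controls were DMSO wells for no effect and EDTA-quenched wells as full inhibition for full effect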
PMI act satM6P – activators of human phosphomannose isomerase at near-saturating mannose 6-phosphate; P34949; coupled PMI enzyme assay, resazurin fluorescence, 20 min; stronger effect = higher value; 1 = untreated enzyme, 0 = substrate-free blank; activation factor at 20 µM; 190,000 tested, 0.34% active;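 active = activation factor of 2 or more at 20 µM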
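Material: human phosphomannose isomerase with PGI, G6PDH, diaphorase coupling enzymes / Reagent: Man-6-P substrate 1.0 mM / Dosing: single compound dose of 20 µM, 1% DMSO final / Incubation: enzyme reaction with compound 20 min at room temperature / Signal: resorufin fluorescence (Ex 544/Em 590 nm) from resazurin via diaphorase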
PMI activator – increases human mannose-6-phosphate isomerase activity; purified human PMI, coupled resazurin fluorescence, 20 min; stronger effect = higher value; 1 = vehicle control, 0 substrate-free wells; P34949; activation factor at 20 µM; 190,000 tested, 0.005% active; AID 1214;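 active = activation factor of 2 or more at 20 µM, relative to plate controls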
Redox H2O2 prof – compounds producing H2O2 with reducing agent – biochemical, NIH compound library profiling, artefact control for MLSCN library redox annotation, primary screen | DTT-dependent redox cycling H2O2, phenol red/HRP absorbance; 100% = 100 µM peroxide control, 0% = buffer | 200,000 tested, 0.03% active | activation, % at 10 µM | AID 878;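 active = activation of at least 50% relative to the plate's high and low controls in the primary single-dose screen; inactive = activation below 50%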;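 also: compound incubated with DTT at 0.8 mM final as the reducing agent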
An asterisk follows results filed as active; . = not tested or not shown.

Start of the data: the first 2 records (preview)
SMILES	Hsp70 act	TNAP inh no acc	Lmaj promast	RAM inhibit	S1P3 antagonist	Efa HMGR inh	TNAP inh hi DEA	PMI act satM6P	PMI activator	Redox H2O2 prof
Cc1nc2ccc(-c3ccccc3)cc2o1	0.0	-1	-7	0.9	1	4	1	1	0.9	1.5
Cc1cccc(-c2ncc(CN3CCCC(CO)(Cc4ccccc4C)C3)cn2)c1 (stereo unspecified)	0.0	-2	15	-1.5	-13	-2	-5	0.8	0.8	-0.4

The whole of this part (from the top)
SMILES	Hsp70 act	TNAP inh no acc	Lmaj promast	RAM inhibit	S1P3 antagonist	Efa HMGR inh	TNAP inh hi DEA	PMI act satM6P	PMI activator	Redox H2O2 prof
Cc1nc2ccc(-c3ccccc3)cc2o1	0.0	-1	-7	0.9	1	4	1	1	0.9	1.5
Cc1cccc(-c2ncc(CN3CCCC(CO)(Cc4ccccc4C)C3)cn2)c1 (stereo unspecified)	0.0	-2	15	-1.5	-13	-2	-5	0.8	0.8	-0.4
COCCCN1C(=O)c2ccc(C(=O)OCC(=O)N(C)c3ccccc3)cc2C1=O	0.0	-9	-10	0.1	3	0	-6	1	0.9	-1.9
OCCC1CN(Cc2ccccc2OC2CCCC2)CCN1Cc1ccsc1 (stereo unspecified)	-0.4	-4	61*	0.0	17	-3	-2	0.6	0.7	-0.9
COc1ccc(CNC(=O)c2sc3nc4c(c(C(F)(F)F)c3c2N)CCC4)cc1OC	0.1	2	-2	7.0	-6	-1	2	0.9	0.9	0.2
O=C(CCNS(=O)(=O)c1cccc2nonc12)NCc1cccs1	-0.2	-13	-10	0.7	.	1	-4	1	1	-2.2
CCCOC(=O)c1c(NC(=O)CCCn2nc([N+](=O)[O-])cc2C)sc(C(=O)OC)c1C	-0.2	-3	5	1.2	-8	4	1	1	0.9	-0.4
O=C(Nc1ccccc1SCC1CSc2nc3ccccc3c(=O)n21)c1cccc(Cl)c1 (stereo unspecified)	-0.3	-2	-3	-0.2	.	1	-1	0.9	0.9	0.4
O=C(CSc1ncnc2sccc12)Nc1ccccc1F	-0.2	13	11	2.7	8	-2	0	1.1	1.1	-0.2
CC(C)(C)c1cc2cccnc2n1Cc1cccc(Cl)c1	0.1	-15	32	-0.2	.	-3	-5	1	0.9	-2.1
O=C1CNC(=O)/C(=C/c2cccs2)N1	-0.1	-1	-6	0.0	-13	-5	-6	0.7	0.8	-1.2
CC(=NCCCn1ccnc1)c1c(O)n(Cc2ccccc2)c(=O)[nH]c1=O	0.0	-5	0	-0.8	.	0	-4	1	0.9	0.4
COc1ccc(CNC(=S)Nc2ccc(F)c(Cl)c2)cc1OC	-0.1	-16	8	3.2	6	0	-4	1	1	-0.1
CC(=O)c1c(C)[nH]c(C(=O)OCCCCN2C(=O)c3ccccc3C2=O)c1C	-0.3	-5	4	5.0	18	-2	-3	1.1	1	2.0
CCOC1(OCC)N=C(N)C2(C#N)C(c3cccc(C)c3)C12C#N (stereo unspecified)	-0.2	-6	-2	2.3	.	-1	-6	0.9	0.9	2.2
CC(=O)c1c(N2CCC(C(N)=O)CC2)nc(=S)n(-c2ccccc2)c1C	-0.3	-9	-5	1.5	.	-2	-2	0.8	1	3.6
Cc1occc1-c1nnc(SCC(=O)Nc2ccc(F)cc2)n1Cc1ccccc1	-0.1	-9	40	1.1	26	0	-4	1	1	1.7
COc1ccc(NC(=O)c2ccc([N+](=O)[O-])s2)c([N+](=O)[O-])c1	-0.2	4	32	3.6	-39	-3	2	1	1	-0.2
COc1ccc(C2CCCN2C(=O)Nc2ccc(C)c(C)c2)cc1OC (stereo unspecified)	-0.1	-18	0	2.5	.	0	-7	0.9	0.9	-0.7
OC(COCCOc1ccc(Br)cc1)CN1CCCCC1 (stereo unspecified)	-0.3	-4	71*	1.2	-3	1	-4	1.1	1.1	-0.7
CCN(CC)S(=O)(=O)c1cccc(-c2nnc(SC(C)C#N)n2Cc2ccccc2)c1 (stereo unspecified)	0.2	-5	2	-0.5	-13	-6	-2	1	1.1	-2.1
Cc1cccc(-n2c(O)c(C=Nc3cc(O)ccc3C)c3ccccc3c2=O)n1	-0.2	-101	17	5.2	-19	0	32	0.9	0.9	-0.2
Oc1nc(-c2ccc(Cl)cc2)n2ccncc12	-0.4	18	-3	0.5	3	-3	1	1.3	1.3	-1.5
CCOc1ccc(C)cc1S(=O)(=O)Nc1ccc(Cl)cn1	-0.3	-9	-4	4.5	.	-1	-4	1	1	0.2
CC(=O)Nc1ccc(C(=O)/C=C/c2ccco2)cc1	-0.2	2	2	0.8	-7	1	7	1.1	1	0.4
O=C(O)C1=C[C@H](c2ccc(C(F)(F)F)cc2)C[C@H](OCc2ccc(CO)cc2)O1	0.3	-4	-6	-0.1	-15	-2	-7	1.1	1	-0.2
COCCN(C(=O)C(F)(F)F)C(C(=O)NC1CCCCC1)c1ccco1 (stereo unspecified)	0.0	-4	-7	2.3	-13	-1	0	1.1	1.1	2.2
COc1cc2c(cc1OC)CN(c1ccc(-c3ccccc3OC)nn1)CC2	-0.1	-4	100*	0.4	17	-3	-4	1	0.9	-3.2
CC1=CSC2=NC(=O)/C(=C\c3cccn3-c3ccccc3)C(=N)N12	-0.1	13	88*	6.6	-9	2	13	0.8	0.8	-0.1
O=C1c2ccccc2NC(c2ccco2)N1/N=C/c1ccco1 (stereo unspecified)	0.5	-10	2	0.6	4	0	-3	1	1.1	0.1
Cc1[nH]n(-c2ccc([N+](=O)[O-])cc2)c(=O)c1C=NCCc1c(C)[nH]c2ccccc12	-0.5	3	21	3.0	-3	-5	-2	1.6	1.2	0.1
COc1cccc(-c2ccc(=O)n(CC(=O)Nc3ccc(C(=O)N4CCCC4)cc3)n2)c1	0.0	-8	3	1.3	.	-2	2	1	1	-0.3
CCOCCCNC(=O)C(c1ccc(OC)cc1)N(Cc1cccs1)C(=O)c1ccccn1 (stereo unspecified)	-0.2	0	-4	0.9	13	-2	2	0.9	0.9	0.6
Cc1ccc(CN2CCSc3ccc(C(=O)NCc4ccccn4)cc32)cc1	-0.3	-21	14	1.1	-2	0	-1	1.1	1.1	0.1
Cc1ccc(-n2nc3c(c2NC(=O)c2c(-c4ccccc4Cl)noc2C)CSC3)cc1	-0.3	-10	25	3.2	9	-7	-4	1	0.9	3.4
CCOc1ccc(OCc2ccc(C(=O)Nc3cccc(C)n3)o2)cc1	-0.1	-9	-11	-0.8	19	-3	-3	0.8	0.8	0.3
O=c1oc(Nc2ccccc2F)nc2ccccc12	0.1	-4	-4	2.3	.	-3	-2	0.9	0.9	0.8
Clc1cccc(OCCN2CCN(CCOc3cccc(Cl)c3)CC2)c1	-0.4	-15	99*	1.5	-8	3	-1	1.2	1.1	-0.2
C/C(N)=C(/C#N)C(=O)CSc1nnnn1-c1ccc(C)cc1C	-0.3	-8	15	0.5	-22	-11	-7	1	1	-1.2
COC(=O)Cn1c(=NC(=O)c2ccc(OC)c(OC)c2)sc2cc(OC)ccc21	-0.4	-1	48	6.0	-3	-5	-6	1.1	1.1	0.2
Cc1[nH]c2ccccc2c1C(=O)COC(=O)C(C)C	-0.4	-4	-4	0.3	.	-4	-6	1	1	-1.7
CCOc1ccc(NC(=O)c2csc3c2CCCC3)cc1	0.1	-14	-6	6.3	5	-3	-6	1	1	4.3
COc1ccc(Cc2nnc(SCC(=O)c3cccc([N+](=O)[O-])c3)n2C)cc1	-0.3	4	7	2.8	.	-2	1	1	1.1	0.3
Nc1c(CO)nnn1-c1ccccc1	-0.2	-2	-7	-0.1	5	-1	-1	0.9	1	0.0
CCc1c(C)nc2cc(C)[nH]n2c1=O	0.1	-5	65*	3.1	.	-4	-2	1	1	-3.8
CCCn1c(=O)c(C(=O)NNS(=O)(=O)c2ccc(C)cc2)c(O)c2ccccc21	-0.2	-36	-5	3.1	-22	3	-3	1.1	1.1	0.3
CC(=O)c1cc(F)ccc1OCC(=O)N1CCN(c2ccc(F)cc2)CC1	-0.2	-5	-5	-0.8	9	2	-2	1	1.1	-0.1
CCOC(=O)c1c(NC(=O)C2C3C=CC(C3)C2C(=O)O)sc2c1CC(C)CC2 (stereo unspecified)	-0.3	-4	-5	-0.1	4	-6	-6	1.1	1	-0.1

Single entries from the results shown:
For PMI act satM6P, CCc1c(C)nc2cc(C)[nH]n2c1=O reads 1
For Lmaj promast, CCOc1ccc(NC(=O)c2csc3c2CCCC3)cc1 reads -6

New compounds follow:
SMILES	Hsp70 act	TNAP inh no acc	Lmaj promast	RAM inhibit	S1P3 antagonist	Efa HMGR inh	TNAP inh hi DEA	PMI act satM6P	PMI activator	Redox H2O2 prof
CC1CCC2C(=O)N(c3ccc(Cc4ccncc4)cc3)C(=O)C2C1 (stereo unspecified)	-0.4	-6	9	-0.5	3	4	-4	1.1	1	0.4
COC(=O)c1c(NC(=O)C2COc3ccccc3O2)sc2c1CCN(Cc1ccccc1)C2 (stereo unspecified)	-0.2	-9	31	1.1	-13	-6	3	1.1	1.1	0.8
Cc1c(C(=O)C(=O)NCCC2=CCCCC2)c2ccccc2n1C	-0.4	-5	-6	2.4	-17	-2	-3	1	0.9	-0.1
Cc1ccccc1-n1c(-c2ccc(Cl)cc2)cnc1SCC(=O)NC1CCS(=O)(=O)C1 (stereo unspecified)	-0.2	-8	18	1.2	9	-2	-4	1.1	1	-0.1
COc1ccc(C2CCCN2C(=S)Nc2ccc(C)cc2Cl)cc1OC (stereo unspecified)	-0.1	-1	-1	0.5	5	-3	0	1	0.9	-0.2
O=C(OCC(=O)c1cccs1)c1ccc([N+](=O)[O-])o1	0.1	-7	13	0.1	-13	0	-1	0.8	0.9	-1.1
c1ccc2c(c1)CC(N1CCCCC1)c1ccccc1N2 (stereo unspecified)	-0.2	2	38	1.9	12	-3	-5	1	0.9	-0.1
COc1cc(/C=N/NS(=O)(=O)c2ccccc2)ccc1OS(=O)(=O)c1ccc(C)cc1	-0.4	-6	-2	5.9	13	0	6	1	1	0.2
CCCC(=O)Oc1ccc(N(C(=O)CCC)S(=O)(=O)c2cccs2)cc1	-0.4	-7	-7	3.8	-1	-4	-2	0.9	1	-0.1
Cc1ccc(NC(=O)CC2S/C(=N/N=C3\CCCc4ccccc43)NC2=O)cc1 (stereo unspecified)	-0.4	1	17	1.6	4	-3	-5	0.9	0.9	0.1
COC(=O)CNC(=O)c1ccccc1C	-0.3	-12	-1	-0.7	.	-2	0	1	1	1.5
COc1cccc(-n2c(Cc3cc(=O)[nH]c(=O)[nH]3)nnc2SCC(=O)NC2CCCC2)c1	0.0	-13	-7	1.0	-12	-3	-1	1	1	-3.2
O=C(C1=NN[C@@H]2C(=O)N(c3cccc(F)c3)C(=O)[C@H]12)c1ccc2ccccc2n1	-0.1	-32	-10	2.9	-2	-4	-3	1	1	-0.2
Cc1ccc(-c2nc3ccccc3o2)cc1NC(=O)c1ccc2c(c1)OCO2	0.6	-15	2	2.9	-31	-9	-7	0.9	0.9	3.1
CCCCNC(=O)C1CC(=O)N(C2CCCCC2)C1 (stereo unspecified)	-0.4	-11	19	3.0	-6	-7	-3	1.1	1	5.0
COc1cc(OC)cc(C(=O)NC2=NCCS2)c1	-0.4	-14	4	0.4	.	-10	-4	0.9	0.9	-0.1

Screening data as filed in PubChem BioAssay.
